Redox H2O2 prof: compounds producing H2O2 with reducing agent – biochemical, NIH compound library profiling, artefact control for MLSCN library redox annotation, primary screen | AID 878 | activation, % at 10 µM | 200,000 tested, 0.03% active | DTT-dependent redox cycling H2O2, phenol red/HRP absorbance; 100% = 100 µM peroxide control, 0% = buffer;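 active means activation of at least 50% relative to the plate's high and low controls in the primary single-dose screen; inactive means activation below 50%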;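 further: compound incubated with DTT at 0.8 mM final as the reducing agent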
Hsp70 activator: Hsp70 transcriptional activation, primary screen; HeLa Hsp70 promoter luciferase reporter, luminescence; scaled: vehicle 0, proteasome-inhibitor control 100%; activation, % at 10 µM; 200,000 tested, 0.04% active;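 active means activation above the mean across all tested compounds plus 3 SD, cutoff set per campaign, cut at about 5.5% in these data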;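 further: 100% = MG132 at 30 µM as the positive control and 0% = DMSO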
G6PDH counter: L. mesenteroides G6PDH inhibition counter-screen. Purified L. mesenteroides G6PDH, diaphorase/resazurin coupled fluorescence, 45 min. inhibition, % at 5 µM. 200,000 tested, 0.12% active. AID 1020
PMI activator: increases human mannose-6-phosphate isomerase activity; 190,000 tested, 0.005% active; activation factor at 20 µM; purified human PMI, coupled resazurin fluorescence, 20 min; hits give high values; 1 = vehicle control, 0 substrate-free wells;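 active means activation factor of 2 or more at 20 µM, relative to plate controls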
Diaphorase inh: counter-screen for diaphorase-based assays: diaphorase inhibitors and chemical oxidizers; diaphorase resazurin-to-resorufin fluorescence, NADH, 16 min; bacterial (C. kluyveri) enzyme, not human; AID 1217; inhibition, % at 20 µM; 190,000 tested, 0.69% active;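 active means primary screen inhibition at 20 µM above a set limit, cut at about 50% in these data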;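 further: plate controls were DMSO with full reaction for no effect and wells lacking NADH for full effect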
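material = Clostridium kluyveri diaphorase enzyme | amount = 0.14 U/mL diaphorase, enzyme working solution | schedule = incubation 16 min, room temperature | detection = fluorescence of resorufin formed from resazurin, Ex 544/Em 590 nm | benchmarks = positive control minus NADH, DMSO neutral control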
PMI act hi M6P: increases human PMI activity with near-saturating mannose 6-phosphate; P34949; coupled PMI enzyme assay, resazurin fluorescence, 20 min; hits give high values; 1 = untreated enzyme, 0 = substrate-free blank; activation factor at 20 µM; 190,000 tested, 0.34% active; AID 1216;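 active means activation factor of 2 or more at 20 µM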
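Test system: human phosphomannose isomerase with PGI, G6PDH, diaphorase coupling enzymes; amount: 15 ng/mL PMI; incubation: enzyme reaction with compound 20 min at room temperature; technique: resorufin fluorescence (Ex 544/Em 590 nm) from resazurin via diaphorase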
Lmaj promast: reduces viability of Leishmania major promastigotes | inhibition, % at 10 µM | 200,000 tested, 9% active | resazurin fluorescence viability | AID 1063;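 further: promastigotes grown with compound for 44 hours at 28 °C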
Diaphorase act: diaphorase activation or chemical reduction counter-screen | activation factor at 20 µM | AID 1229 | 190,000 tested, 0.005% active | Diaphorase/resazurin coupled assay, resorufin fluorescence, 16 min; hits give high values; 1 = vehicle wells, 0 = NADH-free wells;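 active means diaphorase activity raised at least twofold by the compound at 20 µM; inactive means activation factor below 2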
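Material: purified diaphorase enzyme from Clostridium kluyveri / Medium: HEPES pH 7.4 buffer with MgCl2 and Tween 20 / Schedule: enzyme reaction of 16 min at room temperature / Measured by: resorufin fluorescence, excitation 544 nm, emission 590 nm / Evaluation: rise in resorufin formation, marking diaphorase activation or chemical reduction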
TLR4 MyD88 comp: inhibitors of human TLR4-MyD88 binding. inhibition, % at 8.4 µM. AID 861. HeLa CL3-4 TLR4/MyD88 BLA complementation, FRET ratio. O00206+Q99836. 200,000 tested, 0.18% active; in the data active means inhibition above about 25%;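 further: 0% = vehicle and 100% = reference inhibitor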
Target sequence (O00206 whole entry, looked up): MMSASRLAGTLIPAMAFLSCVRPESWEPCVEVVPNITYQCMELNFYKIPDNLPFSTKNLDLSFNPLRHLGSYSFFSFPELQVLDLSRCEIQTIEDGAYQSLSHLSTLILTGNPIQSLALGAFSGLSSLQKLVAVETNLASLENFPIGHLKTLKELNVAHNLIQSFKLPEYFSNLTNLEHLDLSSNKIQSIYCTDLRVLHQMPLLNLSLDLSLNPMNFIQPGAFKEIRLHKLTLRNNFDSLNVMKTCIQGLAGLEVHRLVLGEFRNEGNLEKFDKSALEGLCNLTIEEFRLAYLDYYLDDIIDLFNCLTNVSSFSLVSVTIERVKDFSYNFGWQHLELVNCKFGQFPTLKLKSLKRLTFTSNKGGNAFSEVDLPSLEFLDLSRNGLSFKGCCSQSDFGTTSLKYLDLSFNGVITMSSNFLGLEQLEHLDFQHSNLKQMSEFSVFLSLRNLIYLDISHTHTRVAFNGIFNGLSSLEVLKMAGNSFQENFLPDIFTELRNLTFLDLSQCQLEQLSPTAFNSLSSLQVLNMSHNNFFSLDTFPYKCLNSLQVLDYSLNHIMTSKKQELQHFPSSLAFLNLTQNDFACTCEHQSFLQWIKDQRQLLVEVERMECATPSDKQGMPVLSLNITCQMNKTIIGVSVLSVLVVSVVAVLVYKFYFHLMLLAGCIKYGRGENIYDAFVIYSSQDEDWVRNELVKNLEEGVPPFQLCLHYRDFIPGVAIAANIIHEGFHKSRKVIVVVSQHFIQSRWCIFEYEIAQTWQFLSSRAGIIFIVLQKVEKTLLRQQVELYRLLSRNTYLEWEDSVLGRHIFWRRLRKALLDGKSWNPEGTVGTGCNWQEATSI
Target sequence (Q99836 whole entry, looked up): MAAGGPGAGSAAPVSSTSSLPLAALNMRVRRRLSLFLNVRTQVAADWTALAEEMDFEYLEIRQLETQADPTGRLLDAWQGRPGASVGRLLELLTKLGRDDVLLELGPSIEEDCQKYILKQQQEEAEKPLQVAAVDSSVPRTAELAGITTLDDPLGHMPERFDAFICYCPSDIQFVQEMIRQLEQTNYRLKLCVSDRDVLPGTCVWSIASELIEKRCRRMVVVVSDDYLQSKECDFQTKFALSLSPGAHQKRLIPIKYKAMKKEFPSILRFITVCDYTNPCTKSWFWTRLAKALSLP
RAM inhibit: yeast RAM network inhibition | S. cerevisiae dse1pr::URA3 reporter, 5-FOA growth OD615, 2 d; analog-sensitive cbk1-as2 kinase mutant strain | inhibition, % at 50 µM | 190,000 tested, 1.8% active;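 active means inhibition above a set limit, 3 SD over mean compound inhibition, cut at about 8.4% in these data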;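 further: 0% = DMSO-only wells with no growth and 100% = 10 µM 1-NA-PP1 full growth; inhibition rescues growth on 5-FOA so higher OD means more RAM inhibition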
S1P3 antagonist: antagonists of human S1P3 receptor. Q99500. CHO S1P3 NFAT-BLA reporter, FRET fluorescence, antagonist mode. inhibition, % at 4.98 µM. 170,000 tested, 0.27% active. AID 485;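 active means inhibition above the plate cutoff, the mean inhibition of test wells on that plate plus 3 SD, cut at about 28% in these data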;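 further: cells challenged with S1P at its EC80 of 0.8 µM; blue over green emission ratio from cleaved BLA substrate after 4 h stimulation; 0% = S1P-stimulated wells and 100% = unstimulated DMSO-only wells; some compounds past the cut are filed as inactive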
Starred values were filed as active, the others as inactive; x = not tested or not shown. Unless noted, no stated cut-off is given here; in the data, active means inhibition above about 50%; inactive means the rest.

[1] COc1ccc(NC(=O)CSc2nnc(Cc3cccn3C)n2-c2ccc(F)cc2)cc1OC
[2] COc1ccc(-n2c(=O)cc(N3CCOCC3)[nH]c2=O)cc1
[3] Cc1cc(N)n(-c2ccc(S(=O)(=O)c3ccc(C(C)C)cc3)cc2)n1
[4] Cc1ccc(C(=O)CNc2ccc(C)c(Cl)c2)cc1
[5] Cc1ccc(C(=O)Nc2ccccc2C(=O)O)cc1S(=O)(=O)NCc1ccccc1
[6] CC(=O)c1nn(-c2cccc(Br)c2)cc1C(=O)c1ccc2ccccc2c1

compound no.	1	2	3	4	5	6
Redox H2O2 prof	-0.1	0.0	0.3	0.3	0.0	1.6
Hsp70 activator	-0.2	0.1	-0.2	-0.3	-0.4	-0.1
G6PDH counter	-5.5	5.5	4.9	6.0	18.0	-2.7
PMI activator	0.9	1.1	0.9	1	x	1
Diaphorase inh	11.0	10.2	13.0	6.7	x	0.8
PMI act hi M6P	1	0.9	0.8	1	x	1.1
Lmaj promast	-1.8	-10.8	-8.6	8.1	-6.9	3.5
Diaphorase act	0.9	0.9	0.9	0.9	x	1
TLR4 MyD88 comp	-7.6	-5.4	-0.7	2.4	-16.6	-16.4
RAM inhibit	0.8	2.1	4.8	1.8	1.9	0.9
S1P3 antagonist	-16.5	-19.2	-13.5	1.7	-4.5	x

[7] C=CCn1c(=O)c2ccccc2n2c(SCC(=O)Nc3cc(C)on3)nnc12
[8] COc1cccc(-c2nc(-c3ccc(NC(=O)c4cccnc4)cc3)no2)c1
[9] O=C(c1ccccc1)c1cc([N+](=O)[O-])ccc1N1CCOCC1
[10] N#Cc1c(C(F)(F)F)cc(-c2ccccc2)[nH]c1=O
[11] COc1ccc(OC)c(-n2c(SCC(C)=O)nnc2-c2cccc(S(=O)(=O)N(C)C)c2)c1
[12] CCNc1nnc(CSc2nc3ccccc3s2)s1

compound no.	7	8	9	10	11	12
Redox H2O2 prof	1.8	6.1	10.2	1.5	1.9	-1.1
Hsp70 activator	-0.2	-0.3	-0.3	0.0	-0.2	-0.2
G6PDH counter	-4.9	-0.1	-4.8	1.6	22.8	2.8
PMI activator	0.9	1	0.9	0.9	1.1	1
Diaphorase inh	19.1	10.8	7.1	4.1	0.4	6.9
PMI act hi M6P	0.9	1	1.1	0.9	1	1.1
Lmaj promast	7.2	3.1	0.7	-6.2	0.3	3.5
Diaphorase act	0.8	0.9	0.9	1	1	0.9
TLR4 MyD88 comp	4.0	-2.7	9.0	-1.6	6.5	1.1
RAM inhibit	4.1	3.7	0.9	1.8	1.3	2.0
S1P3 antagonist	-15.8	16.9	6.4	x	-7.5	x

[13] CSc1ccc(/C=N/Nc2nc(C)cc(C)n2)cc1
[14] COc1cccc(-n2nnnc2SCC(=O)NCc2ccc3c(c2)OCO3)c1
[15] COc1ccc(CNC(=O)c2ccccc2NS(C)(=O)=O)cc1
[16] O=C(Nc1ccccc1Br)c1ccccc1-c1ccccc1
[17] O=C(Cc1ccccc1)Nc1ccc(N2CCOCC2)cc1N1CCOCC1
[18] CCc1ccc(N(C(=O)c2snc(C(N)=O)c2N)C(C(=O)NCC2CCCO2)c2cccs2)cc1 (stereo not drawn)

compound no.	13	14	15	16	17	18
Redox H2O2 prof	-2.0	1.6	-0.9	-0.3	2.6	0.0
Hsp70 activator	0.1	-0.2	-0.1	-0.2	-0.1	-0.2
G6PDH counter	-4.2	5.4	-0.4	1.8	-7.7	9.5
PMI activator	1	0.9	1	1	0.9	0.9
Diaphorase inh	2.5	15.5	-2.2	8.4	8.1	26.7
PMI act hi M6P	1	0.9	1.1	1.1	0.9	1.5
Lmaj promast	-2.0	5.8	0.4	4.5	-3.7	12.8
Diaphorase act	1	0.8	1	0.9	0.9	0.7
TLR4 MyD88 comp	6.5	7.5	-28.6	4.6	0.2	-6.4
RAM inhibit	0.3	-0.1	1.8	1.0	-0.1	3.3
S1P3 antagonist	12.2	-2.2	4.3	5.2	-20.1	-2.6

[19] COc1ccc(/C=N/Nc2ncc(-c3ccccc3)cn2)c(OC)c1
[20] Cc1ccccc1-c1nnc2c3ccccc3c(C)nn12
[21] O=[N+]([O-])c1ccc(/C=N/Nc2nc(N3CCCC3)nc(N3CCCC3)n2)o1
[22] Cc1cc(C)n2c3c(c(C#N)c2n1)CCCC3
[23] C=CCNS(=O)(=O)c1nc(C)c(Cl)c(C)c1C#N
[24] Cc1cccc(C(=O)NNC(=O)c2ccccc2-n2cccc2)c1

compound no.	19	20	21	22	23	24
Redox H2O2 prof	1.2	0.9	0.5	1.9	0.3	0.0
Hsp70 activator	-0.3	0.1	-0.2	-0.1	-0.3	-0.1
G6PDH counter	-0.7	2.2	11.4	5.2	6.5	-2.2
PMI activator	1	1	0.8	0.9	0.8	1
Diaphorase inh	10.6	10.3	42.0	5.1	10.2	15.2
PMI act hi M6P	0.9	1	0.9	0.9	0.8	1
Lmaj promast	19.4	12.8	99.3*	-3.3	-7.2	-8.6
Diaphorase act	0.9	0.9	0.6	0.9	0.9	0.8
TLR4 MyD88 comp	-4.5	-6.0	0.7	13.9	7.4	-11.8
RAM inhibit	1.8	-0.4	-1.0	-1.5	-0.6	2.8
S1P3 antagonist	x	x	x	1.2	-3.5	-2.4

[25] CCNC(=O)C(=O)Nc1ccc(OC)c(Cl)c1
[26] COC(=O)c1cc(-c2ccccc2)sc1NC(=O)CN1C(=O)c2ccccc2C1=O
[27] Cc1ccc(Oc2ncc(-c3ccc(Cl)cc3)cn2)cc1
[28] Cn1c(SCC(=O)Nc2ccc(F)cc2)nc2c([nH]c3ccccc32)c1=O
[29] O=C(c1ccc(S(=O)(=O)N2CCCC2)cc1)N1CCN(Cc2ccc3c(c2)OCO3)CC1
[30] COCCNC(=O)C1CC(c2cccc([N+](=O)[O-])c2)=NO1 (stereo not drawn)

compound no.	25	26	27	28	29	30
Redox H2O2 prof	-0.5	2.3	4.7	0.3	-0.6	-5.4
Hsp70 activator	0.0	-0.1	-0.1	-0.4	0.8	-0.2
G6PDH counter	-1.1	-1.5	4.8	-7.1	-0.8	14.0
PMI activator	1	0.8	0.9	1.2	1	1.2
Diaphorase inh	5.6	18.6	3.9	-18.9	10.4	-1.8
PMI act hi M6P	0.9	1	0.9	1.1	1	1
Lmaj promast	2.8	-6.4	-1.9	-2.4	93.8*	-2.0
Diaphorase act	0.9	0.8	1	1.2	0.9	1
TLR4 MyD88 comp	-9.8	-4.1	9.6	-23.6	-6.8	-14.5
RAM inhibit	0.5	7.9	3.8	2.3	0.8	1.5
S1P3 antagonist	14.0	x	x	-1.3	1.2	x

Numbers 28 to 30 of the list above:
[28] Cn1c(SCC(=O)Nc2ccc(F)cc2)nc2c([nH]c3ccccc32)c1=O
[29] O=C(c1ccc(S(=O)(=O)N2CCCC2)cc1)N1CCN(Cc2ccc3c(c2)OCO3)CC1
[30] COCCNC(=O)C1CC(c2cccc([N+](=O)[O-])c2)=NO1 (stereo not drawn)

compound no.	28	29	30
Redox H2O2 prof	0.3	-0.6	-5.4
Hsp70 activator	-0.4	0.8	-0.2
G6PDH counter	-7.1	-0.8	14.0
PMI activator	1.2	1	1.2
Diaphorase inh	-18.9	10.4	-1.8
PMI act hi M6P	1.1	1	1
Lmaj promast	-2.4	93.8*	-2.0
Diaphorase act	1.2	0.9	1
TLR4 MyD88 comp	-23.6	-6.8	-14.5
RAM inhibit	2.3	0.8	1.5
S1P3 antagonist	-1.3	1.2	x

Continuation.
[31] COCCNC(=O)CSCc1cc(C)cc(C)c1
[32] COc1ccccc1NC(=S)N1CCn2cccc2C1c1cccnc1 (stereo not drawn)
[33] CSc1nc(Oc2ccc3ccccc3c2)c2ccccc2n1
[34] O=c1cc(CN2CCN(c3ccccc3F)CC2)c2cc3c(cc2o1)CCCC3
[35] Cc1ccc(NCc2nnc(SCC(=O)Nc3cc(C)on3)n2C)cc1
[36] CC1CCc2cc(F)ccc2N1C(=O)C1(C)CC1(Cl)Cl (stereo not drawn)
[37] CC(C)C(=O)Nc1ccc2c(c1)C(=O)NC2=O
[38] O=C(Nc1cc(C(F)(F)F)ccc1Cl)c1ccc(NC(=O)C(F)(F)F)cc1
[39] COc1ccc(C(=O)Nc2cc(C(=O)c3ccccc3)c(C)oc2=O)cc1

compound no.	31	32	33	34	35	36	37	38	39
Redox H2O2 prof	-1.6	0.0	0.3	0.1	0.8	0.4	-0.7	-0.3	-0.3
Hsp70 activator	-0.1	0.3	-0.2	-0.5	0.1	-0.4	-0.2	-0.2	-0.1
G6PDH counter	1.6	5.7	2.0	-0.7	5.1	4.8	1.2	-19.1	-1.1
PMI activator	1.1	1	1	1	1	0.9	1.1	1	1.1
Diaphorase inh	1.6	2.8	2.8	4.8	-6.0	10.7	6.3	7.2	10.5
PMI act hi M6P	1.1	1	0.9	1.1	1	1	1.1	1.1	1.2
Lmaj promast	-5.3	77.6*	47.3	3.7	-0.5	0.0	0.7	-0.6	9.7
Diaphorase act	1	1	1	1	1.1	0.9	0.9	0.9	0.9
TLR4 MyD88 comp	6.2	-4.3	5.2	-1.8	-9.5	-5.0	6.2	-6.2	3.5
RAM inhibit	0.4	2.9	4.0	1.6	2.6	0.5	1.1	0.7	3.0
S1P3 antagonist	-3.5	-20.0	x	x	x	x	-16.2	9.9	x

Source: PubChem BioAssay

Random draw from the library; overall some 12% were active at least once.
